Compound activity (PubChem)
p53ts 32C kill – qHTS Screen for Compounds that Selectively Target Cancer Cells with p53 Mutations: Cytotoxicity of p53ts Cells at the Permissive Temperature. H1299-p53A138V at 32C, ATP luminescence viability, 24 h. Potency, µM (highest dose often 46.1 µM), inactives show top-dose activity change, negative = cytotoxicity, actives largely listed as cytotoxic. actives 0.93% (n = 130,000). AID 924, 2007;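 also: 0% = DMSO and -100% = full killing by reference compound; nearly all actives have a fitted effect of over 55% in size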
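H1299-p53 A138V cells (temperature-sensitive p53) exposed 24 h to up to 46 uM compound at 32C, where p53 is wild-type in conformation. Viability read as ATP luminescence and normalised to DMSO and 100 uM tamoxifen. AC50 fitted with the Hill equation.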
Peg3 imprint – qHTS Assay for Compounds that Induce Erasure of Genomic Imprints; mouse ES Peg3-LacZ reporter, beta-gal luminescence, 40 h; Potency, µM (top dose mostly 60.7 µM), for the others: at the highest dose activity change, positive = activation, most hits filed as activators; actives 0.02% (n = 110,000); AID 1948, 2009;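 also: 0% = negative control wells on the plate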
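Gelatin-coated wells received 300 freshly trypsinized female ES cells with a Peg3LacZ-Neo reporter on the maternal allele, then incubated 40 hours at 37C. BetaGlo was added for 5 minutes at room temperature before a single luminescence read.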
p53ts 39C kill – qHTS Screen for Compounds that Selectively Target Cancer Cells with p53 Mutations: Cytotoxicity of p53ts Cells at the Nonpermissive Temperature | H1299-p53A138V viability at 39C, ATP luminescence, 24 h | AID 902, 2007 | actives 1.5% (n = 130,000) | Potency, µM (doses to about 46.1 µM), for inactives: top-dose activity change, negative = cell killing, hits mostly cytotoxic; also: nearly all actives have a fitted effect of over 55% in size
IkB signaling – IkB Signaling; ABC-DLBCL IkBa-CBG/CBR dual luciferase ratio, 4 h; response scale: scaled: untreated 0%, proteasome inhibitor 100%; Potency, µM (titrated, usually from 57.1 µM), inactives show at the highest dose IkBa stabilization activation; actives 0.04% (n = 110,000); active = well fitted curve in the direction sought with a large enough effect in the signal ratio, not every such curve was filed as active; inconclusive = small, poorly fitted or top-dose-only effect, or a change in a side signal; the % refers to the signal ratio;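 also: the direction sought is a rising ratio; 0% = basal untreated cells and 100% = reference inhibitor full response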
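Curves were fitted separately to fusion (green), unfused (red) and ratio luminescence, then classed by r2, magnitude and activity. Cells: OCI-Ly3, 4 h compound plus doxycycline at 37C; 10 uM MG-132 defined full response.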
Active calls of the source: *; u = inconclusive; x = not tested or not shown; [ ] = remark or other dose. Unless noted, calls follow the shape of the dose curve; as a rule, active = well fitted curve in the direction sought with a large enough effect; inconclusive = small, poorly fitted or top-dose-only effect, or another doubt; inactive = no such curve, though single readings can be large; an effect the other way counts as inactive or inconclusive. Unless noted, % is scaled to controls: 0 for no effect and ±100 for the full control effect; potency is read from the fitted curve at half-maximal effect. Compounds as they come; overall some 1.8% were active at least once.

Keys: A = p53ts 32C kill; B = Peg3 imprint; C = p53ts 39C kill; D = IkB signaling
> COc1cc2c(=O)n(CCC(=O)NCC3CCCO3)c(=O)n(CC(=O)Nc3ccc(C)cc3C)c2cc1OC (stereo not drawn)
  A: -6% | B: -11%[10.9 µM] | C: -9% | D: 2.4%

> O=c1c(-c2cccs2)nc2cnc(N3CCNCC3)nc2n1CCc1ccccc1
  A: u | B: -37%[inhibitor] | C: 16µM* | D: 0.0%[11.4 µM]

> CCCCOc1ccc(C(O)(CCC)CCN2CCOCC2)cc1 (stereo not drawn)
  A: -5% | B: -16% | C: 4% | D: 3.7%

> O=C(CSc1nnc(CNC(=O)c2cccc(F)c2)n1-c1ccccc1)Nc1ccccc1F
  A: 8% | B: 3%[10.9 µM] | C: 5% | D: u

> COc1cc(/C=C2/SC(=S)N(c3ccccc3)C2=O)ccc1Oc1nc(N2CCOCC2)nc(N2CCOCC2)n1
  A: -10% | B: x | C: 18% | D: x

> CCOc1ccc(-n2c(=O)c3c(C)c(C)sc3n(CC(=O)NCCc3ccccc3)c2=O)cc1
  A: 7% | B: 4%[10.9 µM] | C: 11% | D: -3.5%

> Cc1c(C(=O)NCc2ccccc2)oc2ccc(S(=O)(=O)N3CCC(C)CC3)cc12
  A: 2% | B: -14%[10.9 µM] | C: -6% | D: -0.4%

> Cc1ccc(Cn2cc(CCC(=O)NCc3ccc(OC(C)C)cc3)c3ccccc32)cc1
  A: 7% | B: -5%[10.9 µM] | C: 9% | D: 1.9%

> CN(C)Cc1ccccc1-c1cncnc1Nc1ccccc1
  A: -3% | B: -1% | C: 13% | D: 4.8%[11.4 µM]

> Cc1cccc(NC(=O)C2C3C=CC(C4CC34)C2C(=O)O)c1 (stereo not drawn)
  A: -10% | B: x | C: 17% | D: x

> CCC(Sc1ncccc1C(=O)O)C(=O)N1CCCC1 (stereo not drawn)
  A: 4% | B: 10% | C: 8% | D: -0.8%

> O=C1CC(c2nnc(Cc3ccc(F)cc3)o2)CN1c1ccccc1 (stereo not drawn)
  A: -4% | B: -6%[10.9 µM] | C: 9% | D: 6.5%

> Cc1cccc2cc(CN(Cc3ccc4c(c3)OCO4)Cc3nnnn3C3CCCC3)c(=O)[nH]c12
  A: 11% | B: -9% | C: 2% | D: 4.8%

> CC(C)(C)c1ccc(Oc2ccc(NC(=O)CCC(=O)OCC(=O)c3ccccc3)cc2)cc1
  A: -11% | B: -7%[10.9 µM] | C: -26% | D: -2.0%

> CCn1c(CC2C(=O)Nc3ccccc32)nc2ccccc2c1=O (stereo not drawn)
  A: 9% | B: -9%[10.9 µM] | C: -18% | D: u

Random excerpt: five records from the list
Keys: A = p53ts 32C kill; B = Peg3 imprint; C = p53ts 39C kill; D = IkB signaling
> O=C(CSc1nnc(CNC(=O)c2cccc(F)c2)n1-c1ccccc1)Nc1ccccc1F
  A: 8% | B: 3%[10.9 µM] | C: 5% | D: u

> O=C1CC(c2nnc(Cc3ccc(F)cc3)o2)CN1c1ccccc1 (stereo not drawn)
  A: -4% | B: -6%[10.9 µM] | C: 9% | D: 6.5%

> CCCCOc1ccc(C(O)(CCC)CCN2CCOCC2)cc1 (stereo not drawn)
  A: -5% | B: -16% | C: 4% | D: 3.7%

> O=c1c(-c2cccs2)nc2cnc(N3CCNCC3)nc2n1CCc1ccccc1
  A: u | B: -37%[inhibitor] | C: 16µM* | D: 0.0%[11.4 µM]

> Cc1ccc(Cn2cc(CCC(=O)NCc3ccc(OC(C)C)cc3)c3ccccc32)cc1
  A: 7% | B: -5%[10.9 µM] | C: 9% | D: 1.9%

Other records follow:
Keys: A = p53ts 32C kill; B = Peg3 imprint; C = p53ts 39C kill; D = IkB signaling
> CCN(CCCNC(=O)C1CCN(S(=O)(=O)CC)CC1)c1cccc(C)c1
  A: 3% | B: -14% | C: 2% | D: -2.8%

> CCc1ccc(NC(=O)N(CCCOC(C)C)C2CCN(C(C)=O)CC2)cc1
  A: 1% | B: 1% | C: 2% | D: 2.6%

> CC(C)(C)c1ccc(S(=O)(=O)N2CCC(Oc3ccc(-n4cnnn4)cc3)CC2)cc1
  A: 0% | B: -17%[10.9 µM] | C: -19% | D: u

> CCCCNc1nc(C)nc2c1nc(-c1ccccc1)n2CCCN1CCCCC1C (stereo not drawn)
  A: -14% | B: -8% | C: -10% | D: x

> CCc1cc(C(=O)Nc2c(C)nn(Cc3ccc(C)cc3)c2C)no1
  A: 19% | B: -7%[10.9 µM] | C: 13% | D: -1.2%

> c1ccc(OCCn2c(COc3ccccc3)nc3ccccc32)cc1
  A: 11% | B: 5%[10.9 µM] | C: -1% | D: u

> COc1cccc(N2CCN(S(=O)(=O)c3cc(Br)cc4c3N(C(=O)C3CC3)CC4)CC2)c1
  A: 2% | B: 17%[10.9 µM] | C: 22% | D: u

> COC(=O)C1=C(c2ccccc2)c2ccccc2S(=O)(=O)N1CC(=O)Nc1cccc(C(C)=O)c1
  A: -6% | B: -3%[10.9 µM] | C: 0% | D: 62%

> CSc1cccc(NC(=O)Nc2ccccc2OCc2cc(=O)n3cc(C)ccc3n2)c1
  A: u | B: -6%[10.9 µM] | C: -34% | D: u

> CSCC[C@H](NC(=O)OC(C)(C)C)C(=O)N1CCC(C(=O)N[C@@H](C)C(=O)O)CC1
  A: 12% | B: 4% | C: 11% | D: 1.6%

> Cc1ccc(CCNC(=O)CCc2cn(Cc3ccccc3C)c3ccccc23)cc1
  A: 6% | B: -15%[10.9 µM] | C: -20% | D: 0.7%

> Cc1cc(C)c(C(N)=O)c(Nc2cccc3ccccc23)n1
  A: u | B: x | C: -18% | D: x

> Cc1csc(NC(=O)c2ccc(C)c(S(=O)(=O)N3CCCCC3)c2)n1
  A: 0% | B: -21% | C: -11% | D: 5.4%

> Clc1ccc(-c2nnc(-c3cccc4ccccc34)o2)cc1Cl
  A: -3%[9.22 µM] | B: 8%[10.9 µM] | C: -8%[9.22 µM] | D: u

> COc1ccc(S(=O)(=O)NCCc2cc3ccc(C)c(C)c3[nH]c2=O)cc1
  A: -2% | B: 19%[10.9 µM] | C: 3% | D: 5.9%

Whole records, quoted from the list. Values in the order: p53ts 32C kill | Peg3 imprint | p53ts 39C kill | IkB signaling
CCc1ccc(NC(=O)N(CCCOC(C)C)C2CCN(C(C)=O)CC2)cc1 is listed with 1% | 1% | 2% | 2.6%
Cc1ccc(CCNC(=O)CCc2cn(Cc3ccccc3C)c3ccccc23)cc1 is listed with 6% | -15%[10.9 µM] | -20% | 0.7%
Cc1csc(NC(=O)c2ccc(C)c(S(=O)(=O)N3CCCCC3)c2)n1 is listed with 0% | -21% | -11% | 5.4%
Clc1ccc(-c2nnc(-c3cccc4ccccc34)o2)cc1Cl is listed with -3%[9.22 µM] | 8%[10.9 µM] | -8%[9.22 µM] | u

Next part.
Keys: A = p53ts 32C kill; B = Peg3 imprint; C = p53ts 39C kill; D = IkB signaling
> COc1ccc(C2C(C(=O)N3CCN(c4ccccc4)CC3)c3ccccc3C(=O)N2C)cc1OC (stereo not drawn)
  A: 2% | B: -14% | C: -3% | D: 0.3%

> COc1ccccc1-c1noc(-c2ccc(NC(C)C)c([N+](=O)[O-])c2)n1
  A: -6% | B: 11%[10.9 µM] | C: -20% | D: -2.4%

> Fc1ccc(C(OCCCc2cnc[nH]2)c2ccc(F)cc2)cc1
  A: -3% | B: -16% | C: -9% | D: -4.5%

> CCc1nonc1NC(=O)c1oc2ccc(Cl)cc2c1C
  A: 2% | B: -15%[10.9 µM] | C: -15% | D: 0.8%

> COc1ccc(OCC(=O)NCCS(=O)(=O)N2CCN(c3cccc(Cl)c3)CC2)cc1
  A: 8% | B: -10%[10.9 µM] | C: 9% | D: -0.2%

> CC(=O)c1ccc(OC(=O)C2CC(=O)N(c3cccc(C)c3)C2)cc1 (stereo not drawn)
  A: -11% | B: -10% | C: -5% | D: 2.3%

> CCOc1ccc(C(=O)Nc2ccc(N3CCN(C)CC3)cc2)cc1Br
  A: -26% | B: 11% | C: -19% | D: 5.2%

> COc1ccc(-n2c(=O)c(C)nc3cnc(N4CCNCC4)nc32)cc1
  A: 4% | B: x | C: -5% | D: -0.7%[11.4 µM]

> CSc1nnc2c3cc(C)ccc3n(Cc3ccccc3)c2n1
  A: 2% | B: -8% | C: 5% | D: -2.0%

> COc1ccc(C(=O)Nc2nnc(SCc3cc(=O)n4cccc(C)c4n3)s2)cc1
  A: 7% | B: -6%[10.9 µM] | C: -13% | D: -1.1%

> N#CC1=C(N)Oc2n[nH]c(-c3cccs3)c2C1c1cccs1 (stereo not drawn)
  A: u | B: 4% | C: 6% | D: 11%

> Cn1ccnc1C(=O)c1cc(=O)c2ccccc2o1
  A: -5% | B: -27% | C: -4% | D: 0.5%
